Screening data deposited in PubChem BioAssay by several laboratories.
GalR3 antagonist – blocks the human galanin receptor 3. O60755. HEK293 GalR3-CNG cAMP membrane potential fluorescence; galR3 body fused to GalR1 C-terminus. inhibition, % at 3 µM. 360,000 compounds, 0.44% hits. AID 651719;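 active = inhibition above the screen-wide average plus 3 SD, cut at about 13% in these data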;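 also: forskolin and galanin both at EC90 stimulate the cells; cAMP rise reported by CNG channel membrane potential dye signal; 0% = forskolin plus galanin with DMSO and 100% = forskolin alone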
Target sequence (O60755 1-299 limits assumed): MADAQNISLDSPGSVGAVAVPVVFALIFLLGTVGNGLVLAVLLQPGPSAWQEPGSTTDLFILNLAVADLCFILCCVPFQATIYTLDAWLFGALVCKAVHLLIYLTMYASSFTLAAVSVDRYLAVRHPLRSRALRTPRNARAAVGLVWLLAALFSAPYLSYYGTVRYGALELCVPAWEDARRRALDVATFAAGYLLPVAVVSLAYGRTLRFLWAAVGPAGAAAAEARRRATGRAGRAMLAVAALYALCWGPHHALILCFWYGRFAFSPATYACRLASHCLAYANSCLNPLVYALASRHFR
PfM18AAP inh – blocks P. falciparum M18 aspartyl aminopeptidase | recombinant PfM18AAP, H-Glu-NHMec fluorogenic cleavage | inhibition, % at 7.35 µM | 290,000 compounds, 1.2% hits | AID 1822;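 active = inhibition above the campaign mean inhibition over all tested compounds plus 3 SD, cut at about 28% in these data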;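 also: 0% = plate median of test compound wells and 100% = 2 mM ZnCl2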
V1aR counter – counter-screen for oxytocin receptor agonists: human V1a receptor agonists | CHO-V1R cells, Fluo-8 calcium fluorescence, agonist mode; 0% DMSO, 100% 3 nM vasopressin | activation, % at 3 µM | 320,000 compounds, 0.25% hits | P37288;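 active = activation above the mean activation of all tested compounds plus 3 SD, per screening run, cut at about 20% in these data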;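 also: signal is peak over basal fluorescence ratio across a 100 second FLIPR read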
OXTR potentiator – human OXTR potentiation. CHO-OTR cells, Fluo-8 calcium fluorescence, potentiator mode; 0% = oxytocin EC15, 100% = EC100. activation, % at 3 µM. AID 2445. 320,000 compounds, 0.061% hits;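 active = activation above that plate's cutoff, the mean activation of tested compounds plus 3 SD, cut at about 6.6% in these data, passing the limit was not always enough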;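 also: 100% uses oxytocin at 75 nM as the full agonist control; some results filed as inactive read as strong as hits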
Target sequence (P30559 whole entry, looked up): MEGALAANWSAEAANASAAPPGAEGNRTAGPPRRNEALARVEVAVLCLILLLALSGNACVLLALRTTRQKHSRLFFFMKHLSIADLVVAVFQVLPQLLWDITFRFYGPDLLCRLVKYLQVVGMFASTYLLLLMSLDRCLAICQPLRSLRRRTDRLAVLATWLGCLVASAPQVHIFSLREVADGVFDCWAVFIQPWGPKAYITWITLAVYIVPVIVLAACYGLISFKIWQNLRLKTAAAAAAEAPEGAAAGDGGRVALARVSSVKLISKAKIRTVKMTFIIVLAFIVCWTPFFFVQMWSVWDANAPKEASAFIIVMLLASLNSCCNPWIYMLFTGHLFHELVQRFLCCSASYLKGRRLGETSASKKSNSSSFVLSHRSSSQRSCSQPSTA
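Assay system: CHO cell line stably expressing human OTR. Reagent: EC15 oxytocin agonist. Dosing: single dose, 3.0 µM nominal final compound concentration. Timing: compound 6 min at room temperature before oxytocin, 100 s read. Signal: kinetic Fluo-8 calcium fluorescence. Controls: oxytocin EC15 low and EC100 high.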
OXTR ag – agonists of human oxytocin receptor | P30559 | CHO-OTR cells, Fluo-8 calcium fluorescence; normalized: DMSO 0%, oxytocin 100% | activation, % at 3 µM | 320,000 compounds, 0.32% hits | AID 2435;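 active = activation above the mean of all tested compounds plus 3 SD, cutoff set per screening run, cut at about 20% in these data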;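 also: peak over basal fluorescence ratio from a 100 s FLIPR kinetic read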
MEKK2 WT-MEK5 – raises or lowers MEK5 binding to wildtype human MEKK2 PB1 domain; Q9Y2U5; bead flow cytometry, Alexa488-MEK5 binding to MEKK2 WT; actives lie on both sides; binding response (% of control), % at 10 µM; 290,000 compounds, 1.1% hits; AID 1531; in the data active = binding response below about 67% or above about 130%; inconclusive = no clear call, values can overlap the other calls; inactive = in between
GPR7 antag – antagonists of human GPR7 (neuropeptides B/W receptor 1); GPR7-expressing cells, fluorescence antagonist assay; inhibition, % at 4.4 µM; 290,000 compounds, 1.1% hits; AID 1861; in the data active = inhibition above about 16%, passing the limit was not always enough;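 also: cells stimulated with the agonist NPW; 0% = agonist with vehicle and 100% = vehicle without agonist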
Target sequence (P48145 whole entry, looked up): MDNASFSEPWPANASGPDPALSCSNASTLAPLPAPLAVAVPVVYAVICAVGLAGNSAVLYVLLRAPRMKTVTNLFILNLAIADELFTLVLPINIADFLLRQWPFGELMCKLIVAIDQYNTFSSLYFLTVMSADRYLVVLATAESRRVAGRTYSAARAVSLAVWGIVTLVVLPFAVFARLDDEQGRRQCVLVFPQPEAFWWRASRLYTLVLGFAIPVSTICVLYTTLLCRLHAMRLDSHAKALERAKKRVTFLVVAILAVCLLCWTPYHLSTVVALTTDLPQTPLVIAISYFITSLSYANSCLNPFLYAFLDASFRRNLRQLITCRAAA
NALP1 inh – blocks the NALP1 inflammasome reconstituted in yeast. S. cerevisiae NALP1/ASC/caspase-1 growth, X-gal OD620, 72 h. inhibition, % at 10 µM. 280,000 compounds, 0.61% hits. AID 2071; in the data active = inhibition mostly above about 24%, no sharp cut-off; inactive = mostly below about 32%; also: some compounds called inactive have numbers as strong as hits
MEKK2 mut-MEK5 – signal of MEK5 binding to mutant human MEKK2 PB1 domain; bead flow cytometry, Alexa488-MEK5 binding to MEKK2 mutant; percent response, % at 10 µM; 290,000 compounds, 0.35% hits; AID 1530; in the data active = percent response above about 24%, passing the limit was not always enough; also: inactives centre near 1; some results filed as inactive read as strong as hits
Starred values were filed as active, the others as inactive.

COc1ccc(C[C@H]2CN3C(=NC[C@@H]3Cc3ccccc3)N2CCNC(=O)c2ccc(C)c(Br)c2)cc1 was read as PfM18AAP inh -6, V1aR counter 2.0, OXTR potentiator -11, OXTR ag 7.4, MEKK2 WT-MEK5 271*, GPR7 antag 19, NALP1 inh 3 and MEKK2 mut-MEK5 132*.
`C#CCOCCOCCOCCNc1nc(N2CCN(C(=O)CCCCCCCCCCNC(=O)[C@H](CO)n3cc(CCCSC)nn3)CC2)nc(N2CCN(C(=O)CCCCCCCCCCNC(=O)[C@H](CO)n3cc(CCCSC)nn3)CC2)n1` gave GalR3 antagonist -6, V1aR counter 2.0, OXTR potentiator -14 and OXTR ag 1.1.
O=C(CNc1ccccc1)N/N=C/c1cn(-c2ccccc2)nc1-c1ccccc1 was read as GalR3 antagonist 8, PfM18AAP inh 0, V1aR counter 0.6, OXTR potentiator -7, OXTR ag -1.4, MEKK2 WT-MEK5 99, GPR7 antag -6 and MEKK2 mut-MEK5 -3.
`CC(=O)c1c(C)[nH]c(C(=O)OCC(=O)Nc2sc3c(c2C#N)CCC(C)C3)c1C` (configuration not stated) gave GalR3 antagonist -9, PfM18AAP inh 6, V1aR counter 2.6, OXTR potentiator -3, OXTR ag 1.2, MEKK2 WT-MEK5 96, GPR7 antag -4 and MEKK2 mut-MEK5 2.
Screening Cc1cc(C)c(C#N)c(SCC(=O)c2cccs2)n1 returned GalR3 antagonist -3, PfM18AAP inh 1, V1aR counter 0.7, OXTR potentiator -13, OXTR ag -1.8, MEKK2 WT-MEK5 95, GPR7 antag 5, NALP1 inh 11 and MEKK2 mut-MEK5 -2.
`COc1ccc(-n2cnnc2SCc2ncc(-c3ccccc3)o2)cc1` gave GalR3 antagonist -3, PfM18AAP inh 0, V1aR counter 3.8, OXTR potentiator -9, OXTR ag 1.2, MEKK2 WT-MEK5 103, GPR7 antag -2, NALP1 inh 16 and MEKK2 mut-MEK5 3.
Screening CN(C)CCCN(C(=O)c1ccc(S(=O)(=O)N2CCc3ccccc32)cc1)c1nc2ccc(Cl)cc2s1 returned GalR3 antagonist -2, PfM18AAP inh 4, V1aR counter 2.8, OXTR potentiator -12, OXTR ag 3.2, MEKK2 WT-MEK5 181*, GPR7 antag 19, NALP1 inh 22 and MEKK2 mut-MEK5 33*.
`COc1ccc(N2CC(O)=C(c3nc(-c4ccc(F)cc4)cs3)C2=N)cc1Cl` gave GalR3 antagonist -1, PfM18AAP inh -1, V1aR counter 0.4, OXTR potentiator -11, OXTR ag -0.2, MEKK2 WT-MEK5 98, GPR7 antag 2, NALP1 inh 11 and MEKK2 mut-MEK5 0.
Screening CC1(C)OC(=O)C(=NNc2ccc(C(=O)O)cc2)C(=O)O1 returned GalR3 antagonist 2, PfM18AAP inh -10, V1aR counter -0.1, OXTR potentiator -7, OXTR ag 0.2, MEKK2 WT-MEK5 92, GPR7 antag -9 and MEKK2 mut-MEK5 -11.
`COc1ccc(S(=O)(=O)Nc2c(NC3CCCCC3)c3ccccc3oc2=O)cc1OC` gave GalR3 antagonist -1, PfM18AAP inh 3, V1aR counter 3.2, OXTR potentiator -5, OXTR ag 1.1, MEKK2 WT-MEK5 102, GPR7 antag -16, NALP1 inh 9 and MEKK2 mut-MEK5 1.
For O=C(NCCNCCO)c1c(O)c2cccc3c2n(c1=O)CCC3 the results were GalR3 antagonist -3, PfM18AAP inh 3, V1aR counter -1.4, OXTR potentiator -7, OXTR ag 1.0, MEKK2 WT-MEK5 inconclusive, GPR7 antag -8, NALP1 inh 14 and MEKK2 mut-MEK5 -33.
O=C1C2(c3ccccc3)CN(CCCO)CC1(c1ccccc1)CN(CCCO)C2 was read as GalR3 antagonist -3, PfM18AAP inh 1, V1aR counter 0.2, OXTR potentiator 1, OXTR ag 0.0, MEKK2 WT-MEK5 103, GPR7 antag 5, NALP1 inh 3 and MEKK2 mut-MEK5 4.
`CCCCOc1ccc(N2C(=O)CC(NCc3ccncc3)C2=O)cc1` (configuration not stated) gave GalR3 antagonist 8, PfM18AAP inh 1, V1aR counter -0.7, OXTR potentiator -2, OXTR ag -1.2, MEKK2 WT-MEK5 89, GPR7 antag -6, NALP1 inh 3 and MEKK2 mut-MEK5 -6.
`O=C1CCCCN1CCCC(=O)N1CCCC(Nc2ccccc2)C1` (configuration not stated) gave GalR3 antagonist 0, PfM18AAP inh 6, V1aR counter -0.3, OXTR potentiator -2, OXTR ag -0.4, MEKK2 WT-MEK5 99, GPR7 antag -25, NALP1 inh -2 and MEKK2 mut-MEK5 0.
For COc1cccc(OCc2nc3c4cnn(-c5ccccc5)c4ncn3n2)c1 the results were GalR3 antagonist -6, PfM18AAP inh -2, V1aR counter 0.0, OXTR potentiator -10, OXTR ag 0.1, MEKK2 WT-MEK5 110, GPR7 antag 16, NALP1 inh 16 and MEKK2 mut-MEK5 6.

Brought forward from above: five compounds, followed by the next part.
For O=C(NCCNCCO)c1c(O)c2cccc3c2n(c1=O)CCC3 the results were GalR3 antagonist -3, PfM18AAP inh 3, V1aR counter -1.4, OXTR potentiator -7, OXTR ag 1.0, MEKK2 WT-MEK5 inconclusive, GPR7 antag -8, NALP1 inh 14 and MEKK2 mut-MEK5 -33.
O=C1C2(c3ccccc3)CN(CCCO)CC1(c1ccccc1)CN(CCCO)C2 was read as GalR3 antagonist -3, PfM18AAP inh 1, V1aR counter 0.2, OXTR potentiator 1, OXTR ag 0.0, MEKK2 WT-MEK5 103, GPR7 antag 5, NALP1 inh 3 and MEKK2 mut-MEK5 4.
`CCCCOc1ccc(N2C(=O)CC(NCc3ccncc3)C2=O)cc1` (configuration not stated) gave GalR3 antagonist 8, PfM18AAP inh 1, V1aR counter -0.7, OXTR potentiator -2, OXTR ag -1.2, MEKK2 WT-MEK5 89, GPR7 antag -6, NALP1 inh 3 and MEKK2 mut-MEK5 -6.
`O=C1CCCCN1CCCC(=O)N1CCCC(Nc2ccccc2)C1` (configuration not stated) gave GalR3 antagonist 0, PfM18AAP inh 6, V1aR counter -0.3, OXTR potentiator -2, OXTR ag -0.4, MEKK2 WT-MEK5 99, GPR7 antag -25, NALP1 inh -2 and MEKK2 mut-MEK5 0.
For COc1cccc(OCc2nc3c4cnn(-c5ccccc5)c4ncn3n2)c1 the results were GalR3 antagonist -6, PfM18AAP inh -2, V1aR counter 0.0, OXTR potentiator -10, OXTR ag 0.1, MEKK2 WT-MEK5 110, GPR7 antag 16, NALP1 inh 16 and MEKK2 mut-MEK5 6.
Screening COC(=O)N/N=C(\C)c1ccc(C)c([N+](=O)[O-])c1 returned GalR3 antagonist 1, PfM18AAP inh -4, V1aR counter 1.0, OXTR potentiator -6, OXTR ag -0.6, MEKK2 WT-MEK5 106, GPR7 antag -4, NALP1 inh 16 and MEKK2 mut-MEK5 -1.
For CCNc1ccc(C(=O)OCC(=O)NCCN2C(=O)CSC2=O)cc1[N+](=O)[O-] the results were GalR3 antagonist -1, PfM18AAP inh 3, V1aR counter -0.7, OXTR potentiator -3, OXTR ag 0.5, MEKK2 WT-MEK5 96, GPR7 antag -10, NALP1 inh 9 and MEKK2 mut-MEK5 -7.
`CCOC(=O)c1cc(C(=O)OCC)cc(-n2c(C)cc(C(=O)CN3CCOCC3)c2C)c1` gave GalR3 antagonist -4, PfM18AAP inh -5, V1aR counter -0.3, OXTR potentiator -8, OXTR ag -1.7, MEKK2 WT-MEK5 103, GPR7 antag -7, NALP1 inh 30 and MEKK2 mut-MEK5 3.
For O=S1(=O)C=C(SCc2cccc(Cl)c2)Nc2ccccc21 the results were GalR3 antagonist -1, PfM18AAP inh -1, V1aR counter 3.6, OXTR potentiator -18, OXTR ag 5.8, GPR7 antag -11 and NALP1 inh -6.
`NC(=O)c1ccccc1NS(=O)(=O)c1ccc(S(=O)(=O)N2CCCC2)cc1` gave GalR3 antagonist -1, V1aR counter -0.3, OXTR potentiator 0 and OXTR ag 0.9.
`COc1ccc(NC(=S)NC(=O)CC(C)C)c(OC)c1` gave GalR3 antagonist 0, PfM18AAP inh -3, V1aR counter -0.7, OXTR potentiator -7, OXTR ag -2.3, MEKK2 WT-MEK5 95, GPR7 antag 1, NALP1 inh 6 and MEKK2 mut-MEK5 -1.
`CCOc1ccc(CCNC(=O)C2CCCN(c3ncnc4c3nc3n4CCCCC3)C2)cc1` (configuration not stated) gave GalR3 antagonist -6, PfM18AAP inh 4, V1aR counter -1.9, OXTR potentiator -8, OXTR ag -2.9, MEKK2 WT-MEK5 99, GPR7 antag -9, NALP1 inh 3 and MEKK2 mut-MEK5 3.
COc1ccc(CCNC(=O)CSc2cc(=O)[nH]c(N)n2)cc1OC was read as GalR3 antagonist -1, PfM18AAP inh -6, V1aR counter -0.4, OXTR potentiator -9, OXTR ag 1.9, MEKK2 WT-MEK5 105, GPR7 antag 0, NALP1 inh 1 and MEKK2 mut-MEK5 4.
Cc1ccc(CNC(=O)C(NS(=O)(=O)c2ccc3nc(C)sc3c2)C(C)C)cc1 (configuration not stated) was read as GalR3 antagonist 2, PfM18AAP inh 10, V1aR counter -0.5, OXTR potentiator -3, OXTR ag -1.7, MEKK2 WT-MEK5 110, GPR7 antag 4, NALP1 inh 1 and MEKK2 mut-MEK5 6.
Screening COc1ccccc1/C=N/OCc1ccc(C#N)cc1 returned GalR3 antagonist -5, PfM18AAP inh 4, V1aR counter -1.3, OXTR potentiator -12, OXTR ag -1.6, MEKK2 WT-MEK5 101, GPR7 antag 2, NALP1 inh 26 and MEKK2 mut-MEK5 -2.
CC(C)C1=C2OC(N)=C(C#N)C(C#N)=C2C(C)CC1 (configuration not stated) was read as GalR3 antagonist -6, PfM18AAP inh -31, V1aR counter 1.1, OXTR potentiator -4, OXTR ag 0.7, MEKK2 WT-MEK5 100, GPR7 antag -2, NALP1 inh -10 and MEKK2 mut-MEK5 3.
Screening Cc1ccc(C(C)C)c(OCCNCc2ccccc2)c1 returned GalR3 antagonist -12, PfM18AAP inh -13, V1aR counter 9.7, OXTR potentiator -10, OXTR ag 8.6, MEKK2 WT-MEK5 134*, GPR7 antag 30*, NALP1 inh 11 and MEKK2 mut-MEK5 6.
Screening N#CCOc1ccccc1/C=N/n1nnnc1N returned GalR3 antagonist -9, PfM18AAP inh 7, V1aR counter 0.2, OXTR potentiator -14, OXTR ag 1.0, MEKK2 WT-MEK5 104, GPR7 antag -4, NALP1 inh 0 and MEKK2 mut-MEK5 5.
For CCc1nn(C(C)C(=O)N2CCN(Cc3ccccc3)CC2)c(=O)c2cc3occc3n12 (configuration not stated) the results were GalR3 antagonist -4, PfM18AAP inh -4, V1aR counter 0.3, OXTR potentiator -12, OXTR ag -1.1, MEKK2 WT-MEK5 90, GPR7 antag 6, NALP1 inh 11 and MEKK2 mut-MEK5 -6.
Screening Cc1ccccc1C(=O)NC1CC2CCCC(C1)N2Cc1ccc(Cl)cc1 (configuration not stated) returned GalR3 antagonist -6, PfM18AAP inh -5, V1aR counter -0.5, OXTR potentiator 2, OXTR ag -1.8, MEKK2 WT-MEK5 112, GPR7 antag -10, NALP1 inh -6 and MEKK2 mut-MEK5 5.
